Bim-Bfl-1: disrupts Bim binding to human Bfl-1. Q16548. inhibition, % at 10 µM. Bead-based flow cytometry, Bim-Bfl-1 binding inhibition. 0.12% of 190,000 active. AID 1008;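 further: 0% = wells without compound plus tracer and 100% = blocker peptide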
Bim-Bcl-2: human Bim-Bcl-2 interaction inhibition; Bead-based flow cytometry, Bim peptide-Bcl-2 binding; inhibition, % at 10 µM; AID 950; 0.06% of 190,000 active; in the data active means inhibition above about 40%; inconclusive means no clear call, values can overlap the other calls;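 further: 0% = no compound wells with probe peptide and 100% = reference peptide inhibitor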
Bcl-XL Bim block: inhibitors of Bim-Bcl-XL interaction, human; 0.04% of 190,000 active; Bim peptide-Bcl-XL binding, bead flow cytometry, fluorescence; inhibition, % at 10 µM; Q07817
Target sequence (Q07817 whole entry, looked up): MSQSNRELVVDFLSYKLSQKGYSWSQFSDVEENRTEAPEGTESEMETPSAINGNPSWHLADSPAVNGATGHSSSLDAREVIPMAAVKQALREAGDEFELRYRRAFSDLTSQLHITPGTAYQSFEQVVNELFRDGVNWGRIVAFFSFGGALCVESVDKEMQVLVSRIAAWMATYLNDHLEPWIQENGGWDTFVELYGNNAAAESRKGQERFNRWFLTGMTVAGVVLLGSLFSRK
RGS7-Gao: modulates binding of RGS7 to human Galphao | P09471 | Multiplexed bead flow cytometry; actives lie on both sides | binding response (% of control), % at 10 µM | 0.35% of 220,000 active | AID 1439; in the data active means binding response below about 49% or above about 150%; inconclusive means no clear call, values can overlap the other calls; inactive means in between;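 further: fluorescent Galphao held in activated GDP-AlF4 state binding bead-coupled RGS7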
Avidin fluor: avidin bead compound fluorescence profile; 0.38% of 220,000 active; AID 1775; Avidin beads, compound fluorescence 488/530 nm, flow cytometry; active compounds read high; fluorescence (KMESF) at 10 µM; in the data active means fluorescence above about 47; further: inactives centre near 10
ABCB1 inh: inhibitors of human ABCB1 transporter, ABCG2 counter-screen; P08183; CCRF-Adr cells, JC-1 efflux, flow cytometry; inhibition, % at 6.6 µM; 0.067% of 190,000 active; AID 1326; in the data active means inhibition above about 40%;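 further: 0% = vehicle and 100% = reference inhibitor; higher value means more JC-1 retained so stronger ABCB1 efflux block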
Bim-Bcl-B: inhibitors of Bim-Bcl-B interaction, human. Q9HD36. bead-based flow cytometry, Bim peptide-Bcl-B binding. 0.073% of 190,000 active. inhibition, % at 10 µM. AID 951;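 further: 0% = tracer peptide without compound and 100% = reference inhibitor peptide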
RGS4-Gao reg: modulates binding of RGS4 to human Galphao; P09471; Multiplexed bead flow cytometry; actives lie on both sides; binding response (% of control), % at 10 µM; 0.33% of 220,000 active; AID 1415; in the data active means binding response below about 49% or above about 150%; inactive means in between;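 further: fluorescent Galphao activated with aluminum fluoride binding bead-coupled RGS4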
Bcl-W Bim block: human Bim-Bcl-W interaction inhibition; 0.02% of 190,000 active; inhibition, % at 10 µM; bead-based flow cytometry, Bim peptide-Bcl-W binding; Q92843;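 further: 0% = bound tracer without compound and 100% = peptide blocker; higher means less fluorescent Bim peptide bound to Bcl-W beads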
ABCG2 block: human ABCG2 inhibition, ABCB1 as counter-screen | IgMXP3 cells, JC-1 efflux, flow cytometry | inhibition, % at 6.6 µM | Q9UNQ0 | 0.1% of 190,000 active;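 active means inhibition above 80%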;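 further: 0% = DMSO and 100% = nicardipine control wells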
Target sequence (Q9UNQ0 whole entry, looked up): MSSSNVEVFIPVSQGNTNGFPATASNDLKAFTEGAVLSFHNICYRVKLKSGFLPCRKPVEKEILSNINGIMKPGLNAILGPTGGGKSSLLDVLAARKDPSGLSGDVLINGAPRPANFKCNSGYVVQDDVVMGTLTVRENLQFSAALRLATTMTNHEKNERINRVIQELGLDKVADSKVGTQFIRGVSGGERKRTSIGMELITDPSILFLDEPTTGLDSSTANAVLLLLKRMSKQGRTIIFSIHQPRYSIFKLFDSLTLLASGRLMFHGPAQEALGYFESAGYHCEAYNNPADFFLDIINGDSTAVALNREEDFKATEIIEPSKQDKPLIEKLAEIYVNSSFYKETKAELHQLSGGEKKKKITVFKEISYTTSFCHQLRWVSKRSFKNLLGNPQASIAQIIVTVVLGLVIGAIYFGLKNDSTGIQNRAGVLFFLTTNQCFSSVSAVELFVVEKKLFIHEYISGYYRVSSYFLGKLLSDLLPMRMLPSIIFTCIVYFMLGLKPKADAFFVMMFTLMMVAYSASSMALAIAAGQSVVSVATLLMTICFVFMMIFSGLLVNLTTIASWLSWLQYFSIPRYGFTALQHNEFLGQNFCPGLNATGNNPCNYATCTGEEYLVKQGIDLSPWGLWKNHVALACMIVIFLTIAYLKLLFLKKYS
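Test system: IgMXP3 (ABCG2) plus far-red-tagged CCRF-Adr (ABCB1) cells / Amount: 3 million cells/mL in well / Reagent: JC-1 transporter substrate / Timing: 10 min compound exposure, 25 °C / Signal: flow cytometry, 530 nm JC-1 signal / Read-out: percent efflux inhibition, scaled nicardipine 100% to DMSO 0% / Benchmarks: nicardipine as high control, DMSO as low control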
GSH fluor: compound fluoresces at 488/530 nm on GSH beads. GSH beads flow cytometry, compound fluorescence 488/530 nm; active compounds read high. fluorescence (KMESF) at 10 µM. AID 1776. 0.25% of 190,000 active; in the data active means fluorescence above about 89;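 further: glutathione beads carrying GST-tagged Bcl family fusion proteins plus one bare bead set; values are compound well signal with DMSO vehicle wells as background; inactives centre near 16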
Starred values were filed as active, the others as inactive; ? = inconclusive; · = no result given. Unless noted, no stated cut-off is given here; in the data, active means inhibition above about 40%. Rows were taken by chance. About 1.3% of those tested had a hit in this group.

Start of the listing, in advance:
SMILES	Bim-Bfl-1	Bim-Bcl-2	Bcl-XL Bim block	RGS7-Gao	Avidin fluor	ABCB1 inh	Bim-Bcl-B	RGS4-Gao reg	Bcl-W Bim block	ABCG2 block	GSH fluor
COc1cc(C(=O)Oc2ccccc2/C=N/NC(=O)c2ccc(Cl)cc2)cc(OC)c1OC	0	-2	-4	100	13	10	-3	100	-1	32	4
CN(C)S(=O)(=O)c1ccc(N2CCCC2)c(C(=O)Nc2ccccc2OC(F)F)c1	3	-2	-1	?	15	0.4	4	103	0	-1	16
O=C(Cn1cnc2c(nnn2-c2ccc(F)cc2)c1=O)N1CCCc2ccccc21	-4	-2	-6	100	23	0.6	-5	103	-4	3	12
CCOC(=O)N1CCN(C2CC(=O)N(c3ccc(Cl)c(Cl)c3)C2=O)CC1 (stereo unspecified)	-7	-1	-3	98	22	1.1	-3	99	-4	2	15
CCOC(=O)c1[nH]c2ccc(OC)cc2c1NC(=S)N1CCN(c2cccc(C)c2C)CC1	-4	-4	-3	118	26	-0.3	-7	107	-5	-1	18
Cc1cccc(C)c1NC(=O)CSc1nnc(C)c(=O)[nH]1	-3	0	-1	104	19	1.0	-1	108	1	-3	11
COc1ccc(S(=O)(=O)N/N=C\c2ccc3c(c2)OCO3)cc1	0	-3	0	98	5	-0.5	-1	94	-2	-2	11
CC(C)(C)NC(=O)NC(=O)CN1CCCCCCC1	-3	-1	-2	103	11	0.5	-6	100	-2	1	17
Cc1cccc(NC(=O)CN2C(=O)CSC2=O)c1	-8	-7	0	102	11	0.3	-7	99	0	2	15
COCP(=O)(c1ccccc1)c1ccccc1	-2	-2	-2	100	14	-0.1	-3	98	-1	0	13

This part in full, repeating the preview:
SMILES	Bim-Bfl-1	Bim-Bcl-2	Bcl-XL Bim block	RGS7-Gao	Avidin fluor	ABCB1 inh	Bim-Bcl-B	RGS4-Gao reg	Bcl-W Bim block	ABCG2 block	GSH fluor
COc1cc(C(=O)Oc2ccccc2/C=N/NC(=O)c2ccc(Cl)cc2)cc(OC)c1OC	0	-2	-4	100	13	10	-3	100	-1	32	4
CN(C)S(=O)(=O)c1ccc(N2CCCC2)c(C(=O)Nc2ccccc2OC(F)F)c1	3	-2	-1	?	15	0.4	4	103	0	-1	16
O=C(Cn1cnc2c(nnn2-c2ccc(F)cc2)c1=O)N1CCCc2ccccc21	-4	-2	-6	100	23	0.6	-5	103	-4	3	12
CCOC(=O)N1CCN(C2CC(=O)N(c3ccc(Cl)c(Cl)c3)C2=O)CC1 (stereo unspecified)	-7	-1	-3	98	22	1.1	-3	99	-4	2	15
CCOC(=O)c1[nH]c2ccc(OC)cc2c1NC(=S)N1CCN(c2cccc(C)c2C)CC1	-4	-4	-3	118	26	-0.3	-7	107	-5	-1	18
Cc1cccc(C)c1NC(=O)CSc1nnc(C)c(=O)[nH]1	-3	0	-1	104	19	1.0	-1	108	1	-3	11
COc1ccc(S(=O)(=O)N/N=C\c2ccc3c(c2)OCO3)cc1	0	-3	0	98	5	-0.5	-1	94	-2	-2	11
CC(C)(C)NC(=O)NC(=O)CN1CCCCCCC1	-3	-1	-2	103	11	0.5	-6	100	-2	1	17
Cc1cccc(NC(=O)CN2C(=O)CSC2=O)c1	-8	-7	0	102	11	0.3	-7	99	0	2	15
COCP(=O)(c1ccccc1)c1ccccc1	-2	-2	-2	100	14	-0.1	-3	98	-1	0	13
CCC(C)c1ccc(NC(=O)c2cccs2)cc1 (stereo unspecified)	2	1	-3	112	1	1.3	1	121	5	9	51
CC(=O)Nc1ccccc1Oc1ccccc1	-6	-1	-2	99	9	0.2	-2	100	0	1	21
CCCC(=O)N1c2ccccc2C(N(C(C)=O)c2ccccc2)CC1C (stereo unspecified)	1	0	-2	110	7	1.4	-6	113	-1	2	25
c1ccc(CNc2ncnc3c2ncn3C2CCCCO2)cc1 (stereo unspecified)	-16	-10	-8	102	13	-0.1	-8	102	-1	4	30
CC(=O)/C(=C/Nc1ccc(Oc2ccccc2)cc1)c1ccccc1	-10	-3	1	122	24	0.2	-2	107	-2	1	27
N=C(N)SCc1cccc2ccccc12	-3	-2	-1	119	68*	0.3	-2	108	-1	1	12
CCOC(=O)CCS(=O)(=O)c1ccc(-c2ccc(S(=O)(=O)CCC(=O)OCC)cc2)cc1	-1	-1	-3	103	9	0.5	1	104	-3	23	28
CC1CCN(C(=O)C2CCC(CNS(=O)(=O)c3cccc4cccnc34)CC2)CC1 (stereo unspecified)	0	0	1	103	5	0.4	2	105	2	0	24
CCOc1ccc(CCNC(=O)C2CCN(c3nn4c(=O)cc(C)nc4s3)CC2)cc1	-3	-1	-4	101	36	0.5	-4	104	-3	1	28
O=C(CN1CCN(Cc2ccc(Cl)cc2)CC1)N/N=C/C=C/c1ccccc1[N+](=O)[O-]	-2	-2	-7	101	7	1.7	-6	105	-2	6	7
O=C(Cc1ccccc1)N1CCN(C(=O)c2cccs2)CC1	0	0	0	97	40	0.1	0	99	0	0	13
O=C(OCC(=O)N1CCc2ccccc21)c1ccccn1	-12	-2	-1	90	5	0.7	-8	98	-1	3	19
CS(=O)(=O)c1cnc2c(-c3ccsc3)cnn2c1N	0	0	1	100	9	2.1	0	99	5	23	8
COc1ccc(N2C(=O)C3CCCN3C2c2ccccc2OC)cc1 (stereo unspecified)	-7	-6	-1	101	9	0.2	-5	100	1	2	22
COc1cc(C(=O)NCC(c2cccnc2)N2CCN(C)CC2)cc(OC)c1OC (stereo unspecified)	0	1	0	98	8	0.5	-1	104	-2	2	15
COc1ccc(Cl)cc1C(=O)Nc1ccc(NC(C)=O)cc1	-5	0	0	103	8	0.1	-1	103	0	3	20
CCOC(=O)C1CCN(c2c(C(=O)c3ccccc3)cnc3ccc(Cl)cc23)CC1	-2	-1	-1	?	8	1.6	-3	102	1	2	15
COc1ccc(S(=O)(=O)N(C(=O)c2ccncc2)c2ccc3oc4c(c3c2)CCCC4)cc1	-15	-7	-7	100	6	5.7	-9	99	-6	12	16
COc1ccc(/C=N/NC(=O)c2cc(C(C)(C)C)[nH]n2)cc1COc1ccc(F)cc1F	-6	-3	0	105	13	-3.0	-5	103	0	-3	17
Cc1ccc(C(=O)NCCN(C)C)cc1C	-19	-14	-9	100	15	5.1	-6	99	0	15	37
Cc1cccc(Nc2c(-c3ccc(N4CCOCC4)cc3)nc3ncccn23)c1	0	-2	-2	108	7	3.6	-5	110	0	17	17
CCN(CC)S(=O)(=O)c1ccc(OC)c(NC(=O)c2cccs2)c1	-9	-3	0	101	26	0.7	-3	99	0	4	55
CCCCCn1c(CCC(=O)Oc2ccccc2OC)nc2c1c(=O)[nH]c(=O)n2CCCC	-18	-8	-4	98	23	13	-8	99	-1	61	23
CCCn1nnnc1NCc1ccc(N2CCCC2)cc1	-1	13	3	101	19	0.3	-3	101	-2	1	20
Nc1cccc(Nc2nc(OC(C(F)(F)F)C(F)(F)F)nc(OC(C(F)(F)F)C(F)(F)F)n2)c1	-1	-4	0	100	8	-0.4	0	101	-1	-1	12
Cc1ccc(N=c2c([N+](=O)[O-])nn(-c3ccc(Cl)cc3)n2O)cc1C	-2	-4	-4	?	10	-0.2	-7	102	-3	1	19
CN(CC(=O)Nc1nc2ccccc2s1)S(=O)(=O)c1ccc(Br)cc1	2	0	1	111	3	·	-4	105	5	·	16
CCOC(=O)N=S(N)(=O)c1ccc(Cl)cc1 (stereo unspecified)	7	7	1	101	6	0.0	5	105	0	2	15
CCOC(=O)N(C)c1ccc(C(O)(C(F)(F)F)C(F)(F)F)cc1	-12	-2	2	103	8	0.5	-7	103	4	2	60
C/C(N)=C(/C#N)C(=O)COC(=O)CCSc1ccccc1	-12	-9	-5	101	11	0.4	-9	102	2	6	11
CC(C)CNC(=O)NC(=O)COc1ncnc2sccc12	-7	0	0	93	8	0.1	0	99	1	0	24
CCCSc1nc(O)c(C2OC(=O)c3c2ccc(OC)c3OC)c(=O)n1C (stereo unspecified)	-9	-6	-3	96	11	0.2	-3	98	-3	1	83
CN(C)NC(=O)C12CCC(C)(C(=O)O1)C2(C)C (stereo unspecified)	-1	0	0	97	14	-0.1	-1	99	-1	-2	10
CCN1CCCC1CNC(=O)C1c2cc(OC)c(OC)cc2C(=O)N(C)C1c1cccnc1 (stereo unspecified)	-1	1	0	110	36	0.0	0	102	-1	0	19
CCN(CC)S(=O)(=O)c1cccc(C(=O)N2CC(O)CC2C(=O)OC)c1 (stereo unspecified)	-17	-11	-9	108	33	0.9	-10	106	-3	31	23
CC(=O)Nc1ccc(C(=O)OCC(=O)NC2CCCCCCC2)cc1	-6	-5	-6	101	15	0.0	-6	99	-2	10	9
NC(=O)c1nn(-c2ccc(Oc3ccccc3)cc2)c(=O)cc1O	-4	-1	0	100	11	0.0	-2	97	-3	4	13
CCSc1nc2c(c(=O)[nH]1)C(c1cccs1)C(C(=O)OC)=C(C)N2 (stereo unspecified)	0	-1	-3	99	7	0.4	-4	98	-1	3	17
COc1ccc(C2Nc3ccccc3C(=O)N2O)cc1OC (stereo unspecified)	-15	-10	-21	97	11	1.3	-9	97	0	9	34
COc1ccccc1C(=O)Nc1ccc(Oc2ncnc3sc(-c4ccccc4)cc23)cc1	-15	-11	-7	100	16	1.0	-10	100	-1	23	32
CN1CCN(CC(C)(C)NS(=O)(=O)c2ccc(Cl)cc2)CC1	5	3	4	110	19	0.6	7	103	7	2	53
Cc1nn(CC#N)c(=O)n1-c1ccc(Cl)cc1	-4	-2	-3	99	9	0.1	-2	100	-1	0	18
Cc1ccc(CNC(=O)CCCCn2c(=O)[nH]c3ccsc3c2=O)cc1	-2	1	0	?	12	0.2	-3	102	0	1	11
Cc1sc2ncn(CC(=O)OC(C)C)c(=O)c2c1C	-2	-1	-3	100	13	1.2	-2	99	-2	4	20
Cc1occc1-c1nnc(SCc2cc(=O)n3cc(Br)ccc3n2)n1C	3	2	-5	94	29	0.5	-3	94	-3	7	23
Cc1ccc(S(=O)(=O)CC(=O)N(C)C)cc1	-2	-1	-2	103	32	0.0	-4	99	-1	4	24
O=C(Cn1cnc([N+](=O)[O-])n1)NCc1ccccc1	-3	-1	-2	99	8	0.4	0	97	-2	1	23

Entries of single compounds, quoted from the list. Order of screens: Bim-Bfl-1, Bim-Bcl-2, Bcl-XL Bim block, RGS7-Gao, Avidin fluor, ABCB1 inh, Bim-Bcl-B, RGS4-Gao reg, Bcl-W Bim block, ABCG2 block, GSH fluor
Profile of COCP(=O)(c1ccccc1)c1ccccc1 : -2, -2, -2, 100, 14, -0.1, -3, 98, -1, 0, 13
Profile of CN(C)S(=O)(=O)c1ccc(N2CCCC2)c(C(=O)Nc2ccccc2OC(F)F)c1 : 3, -2, -1, ?, 15, 0.4, 4, 103, 0, -1, 16

Screens (PubChem)
